NFkB binder: binders of human NF-kappa-B p105; Small molecule microarray, anti-His fluorescence binding; calls only; P19838; 17,000 compounds, 1.3% hits;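 active = spot fluorescence over background significantly raised, with a chance value under 7% in all four replicate spots of the compound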;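 note: probe protein is his-tagged human p50 processed subunit at 1 µg/ml; raw spot fluorescence signals with no normalization applied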
Target sequence (P19838 1-433 limits assumed): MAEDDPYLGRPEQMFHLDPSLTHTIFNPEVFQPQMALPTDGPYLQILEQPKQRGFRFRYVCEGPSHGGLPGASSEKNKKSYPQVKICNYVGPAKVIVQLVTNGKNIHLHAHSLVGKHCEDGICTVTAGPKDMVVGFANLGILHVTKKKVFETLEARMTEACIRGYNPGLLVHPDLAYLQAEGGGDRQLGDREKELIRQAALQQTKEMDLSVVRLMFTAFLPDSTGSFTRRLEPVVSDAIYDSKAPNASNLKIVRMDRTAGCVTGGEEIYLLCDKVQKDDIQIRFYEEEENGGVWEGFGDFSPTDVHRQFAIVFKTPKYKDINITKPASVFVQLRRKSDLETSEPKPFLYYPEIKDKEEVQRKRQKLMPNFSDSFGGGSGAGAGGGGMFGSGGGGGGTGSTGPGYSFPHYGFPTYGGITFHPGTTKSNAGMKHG
Calls only; i = inactive; + = active, no number. The list is partial (hit frequency here may not be typical).

SMILES	NFkB binder
C[C@@H]1CN([C@H](C)CO)C(=O)c2cccc(NS(=O)(=O)c3ccc(Cl)cc3)c2O[C@@H]1CN(C)Cc1ccncc1	i
C[C@H]1CN([C@@H](C)CO)C(=O)Cc2cc(NC(=O)CCN3CCOCC3)ccc2O[C@@H]1CN(C)C(=O)Nc1ccccc1	i
Cc1noc(C)c1NC(=O)N(C)C[C@@H]1Oc2ccc(NC(=O)c3ccncc3)cc2CC(=O)N([C@H](C)CO)C[C@@H]1C	i
COCCOC(=O)N1C(=O)[C@@]2(c3cc(C#CCC(C(=O)OC)C(=O)OC)ccc31)[C@H](C(N)=O)[C@H]1C(=O)O[C@H](c3ccccc3)[C@H](c3ccccc3)N1[C@@H]2c1ccccc1OCCO	i
CC(=O)CC(=O)N1C(=O)N(C)[C@@]2(C)Oc3ccccc3[C@@H]1[C@H]2COC(=O)c1ccccc1	i
CNC[C@@H]1OCCCC[C@H](C)Oc2ccc(NS(=O)(=O)c3c(C)noc3C)cc2C(=O)N([C@@H](C)CO)C[C@H]1C	i
C[C@H]1CCCCO[C@H](CN(C)C)[C@@H](C)CN([C@@H](C)CO)C(=O)c2cc(NS(=O)(=O)c3ccc(Cl)cc3)ccc2O1	i
Cc1noc(C)c1S(=O)(=O)N(C)C[C@H]1Oc2ccc(NS(=O)(=O)c3ccc(Cl)cc3)cc2C(=O)N([C@H](C)CO)C[C@H]1C	i
CC(C)NC(=O)N(C)C[C@@H]1OCCCC[C@H](C)Oc2ccc(NC(=O)Nc3ccc(F)cc3)cc2C(=O)N([C@@H](C)CO)C[C@@H]1C	i
C[C@@H]1CN([C@@H](C)CO)C(=O)c2cc(NC(=O)C3CC3)ccc2O[C@H]1CN(C)Cc1ccc(Cl)c(Cl)c1	i
COc1cc(C)c(C(=O)Oc2cc(C)c(C(=O)Oc3cc(C)c(C(=O)NC(C)C(=O)O)c(O)c3)c(O[C@@H]3O[C@H](CO)[C@@H](O)[C@H](O)[C@H]3O)c2)c(OC)c1 (stereo not given in full)	i
C[C@H](CO)N1C[C@H](C)[C@H](CN(C)S(=O)(=O)c2cn(C)cn2)Oc2ccc(NS(C)(=O)=O)cc2CC1=O	i
CN(CC(=O)O)S(=O)(=O)c1cc(Cl)ccc1Cl	+
C[C@H](CO)N1C[C@H](C)[C@@H](CN(C)Cc2ccc(Cl)c(Cl)c2)Oc2c(NC(=O)C3CCOCC3)cccc2C1=O	i
C[C@@H]1CN([C@@H](C)CO)C(=O)c2cccc(NC(=O)NC3CCCCC3)c2O[C@@H]1CN(C)C(=O)Nc1ccc(F)cc1	i
C[C@H](CO)N1C[C@H](C)[C@H](CN(C)C(=O)Nc2ccc(F)cc2)Oc2ccc(NC(=O)c3ccncc3)cc2CC1=O	i
C[C@@H]1CN([C@H](C)CO)C(=O)c2cc(NC(=O)CCN3CCOCC3)ccc2O[C@H]1CN(C)C	i
C[C@@H]1CN([C@@H](C)CO)C(=O)c2cc(NC(=O)Nc3ccc(F)cc3)ccc2O[C@@H](C)CCCCO[C@@H]1CN(C)C(=O)c1ccccc1	i
CNC[C@H]1Oc2ccc(NS(=O)(=O)c3cccs3)cc2CC(=O)N([C@@H](C)CO)C[C@@H]1C	i
Cc1cc(Br)cc(C)c1NC(=O)CSc1nnc(-c2cc3cc(Cl)ccc3o2)n1C	i
O=C(OCc1ccco1)c1ccc(S(=O)(=O)N2CCCCC2)cc1	i
CNC[C@H]1OCCCC[C@H](C)Oc2ccc(NC(=O)C3CCCCC3)cc2C(=O)N([C@@H](C)CO)C[C@@H]1C	i
C[C@H](CO)N1C[C@H](C)[C@@H](CN(C)Cc2ccc3c(c2)OCO3)Oc2c(NC(=O)NC3CCCCC3)cccc2C1=O	i
COc1ccc(S(=O)(=O)Nc2cccc3c2O[C@H](CN(C)C)[C@H](C)CN([C@@H](C)CO)C3=O)cc1	i
C[C@H]1CCCCO[C@@H](CN(C)C)[C@@H](C)CN([C@@H](C)CO)C(=O)c2cc(NC(=O)c3ccccc3)ccc2O1	i
COc1ccc(S(=O)(=O)Nc2ccc3c(c2)C(=O)N([C@H](C)CO)C[C@@H](C)[C@H](CN(C)Cc2ccncc2)OCCCC[C@@H](C)O3)cc1	i
C[C@H]1CN([C@@H](C)CO)C(=O)c2cccc(NC(=O)C3CCOCC3)c2O[C@@H]1CN(C)S(=O)(=O)c1ccc(F)cc1	i
C[C@H]1CN([C@@H](C)CO)C(=O)Cc2cc(NS(=O)(=O)c3ccccc3)ccc2O[C@H]1CN(C)C(=O)Nc1cccc2ccccc12	i
CO[C@H]1O[C@H](CO)[C@@H](OC(=O)Nc2cccc(F)c2)[C@@H]2OC(=O)[C@@H](Cc3ccccc3)C/C=C/C[C@H](Cc3ccccc3)C(=O)O[C@@H]12	i
COc1ccc(S(=O)(=O)N(C)C[C@H]2Oc3c(NC(=O)c4cc(C)nn4C)cccc3C(=O)N([C@@H](C)CO)C[C@@H]2C)cc1	i
O=C1C2C=C(Br)[C@H](C[C@@H]2OCCCCCCO)[C@@]12CO2	i
C[C@@H]1CN([C@@H](C)CO)C(=O)Cc2cc(NS(=O)(=O)c3ccc(Cl)cc3)ccc2O[C@H]1CN(C)C(=O)Nc1ccc(F)cc1	i
COc1ccc(NC(=O)N(C)C[C@H]2Oc3c(NC(=O)Nc4c(C)noc4C)cccc3C(=O)N([C@H](C)CO)C[C@H]2C)cc1	i
CCC1(C)Cc2ccccc2-c2nc3[nH]nc(SCC(=O)Nc4ccc(OC)c(Cl)c4)n3c(=O)c21 (stereo not given)	i
COc1ccc(CNCCCN2CCOCC2)cc1OC	i
C=C1C(=O)O[C@@H]2/C=C(\CO)CCC/C(C)=C/[C@H](O)C12 (stereo not given in full)	i
COc1ccc(NC(=O)Nc2ccc3c(c2)C(=O)N([C@H](C)CO)C[C@@H](C)[C@@H](CN(C)S(=O)(=O)c2ccc(OC)cc2)O3)cc1	i
COCc1nc2ccccc2n1CCOc1ccc(Br)cc1	i
C[C@@H]1CCCCO[C@H](CN(C)C(=O)C2CCCCC2)[C@@H](C)CN([C@H](C)CO)C(=O)c2cc(NC(=O)Nc3ccccc3)ccc2O1	i
O=C(COc1cccc(-c2cnc3ccccc3n2)c1)c1ccccc1	i
C[C@H](CO)N1C[C@H](C)[C@@H](CN(C)S(=O)(=O)c2ccc(Cl)cc2)Oc2c(NC(=O)NC3CCCCC3)cccc2C1=O	i
O=Nc1c(-c2c(O)[nH]c3ccc(S(=O)(=O)O)cc23)[nH]c2ccccc12	i
N#C/C(=C/c1ccc(O)c(O)c1)C(=O)OC/C=C/c1ccccc1	i
Cc1ccc(S(=O)(=O)NCCC(=O)Oc2ccc3c(=O)c(-c4ccc(F)cc4)coc3c2)cc1	i
Cc1noc(C)c1NC(=O)Nc1ccc2c(c1)C(=O)N([C@@H](C)CO)C[C@H](C)[C@H](CN(C)C)O2	i
C[C@@H]1CCCCO[C@@H](CN(C)S(=O)(=O)c2ccc(Cl)cc2)[C@@H](C)CN([C@H](C)CO)C(=O)c2cc(NC(=O)CCCN(C)C)ccc2O1	i
CC(=O)c1ccccc1OCC(O)CNC1CCCC1 (stereo not given)	i
COC(=O)c1cc(OC)c(OC)cc1NC(=S)N1CCC(C(N)=O)(N2CCCCC2)CC1	i
C[C@@H]1CN([C@H](C)CO)C(=O)Cc2cc(NC(=O)NC3CCCCC3)ccc2O[C@H]1CN(C)C(=O)Nc1ccc(F)cc1	i
CC(C)C[C@](O)(C(=O)OCc1ccc(O[C@@H]2O[C@H](CO)[C@@H](O)[C@H](O)[C@H]2O)cc1)[C@H](O)C(=O)OCc1ccc(O[C@@H]2O[C@H](CO)[C@@H](O)[C@H](O)[C@H]2O)cc1	i
C[C@H]1CCCCO[C@@H](CN(C)C)[C@@H](C)CN([C@@H](C)CO)C(=O)c2cc(NC(=O)Nc3ccc(F)cc3)ccc2O1	i
O=C1C(Cl)=C(NCCN2CCOCC2)C(=O)c2ncccc21	i
Cc1ccc(OCCn2cncn2)c([N+](=O)[O-])c1	i
C[C@H](CO)N1C[C@H](C)[C@H](CN(C)S(=O)(=O)c2ccc(F)cc2)OCCCC[C@H](C)Oc2ccc(NC(=O)CCCCCC(=O)Nc3ccccc3N)cc2C1=O	i
O=C(COc1ccc(Br)cc1)Nc1cccc(-c2nc3ccccc3o2)c1	i
C[C@@H]1CN([C@H](C)CO)C(=O)c2cc(NS(=O)(=O)c3ccc(F)cc3)ccc2O[C@@H](C)CCCCO[C@@H]1CN(C)Cc1ccccc1	i
C[C@@H]1CN([C@@H](C)CO)C(=O)c2cc(NC(=O)NC3CCCCC3)ccc2O[C@H]1CN(C)C(=O)Nc1cccc2ccccc12	i
Cc1noc(C)c1NC(=O)Nc1cccc2c1O[C@@H](CN(C)Cc1ccc(Cl)c(Cl)c1)[C@H](C)CN([C@@H](C)CO)C2=O	i
Cc1noc(C)c1NC(=O)Nc1cccc2c1O[C@H](CN(C)Cc1ccncc1)[C@@H](C)CN([C@@H](C)CO)C2=O	i
Cc1noc(C)c1S(=O)(=O)N(C)C[C@@H]1Oc2ccc(NC(=O)Nc3ccc(F)cc3)cc2CC(=O)N([C@H](C)CO)C[C@@H]1C	i

3 of the compounds above, comma-delimited.
Structure,NFkB binder
CC(C)C[C@](O)(C(=O)OCc1ccc(O[C@@H]2O[C@H](CO)[C@@H](O)[C@H](O)[C@H]2O)cc1)[C@H](O)C(=O)OCc1ccc(O[C@@H]2O[C@H](CO)[C@@H](O)[C@H](O)[C@H]2O)cc1,i
O=C1C(Cl)=C(NCCN2CCOCC2)C(=O)c2ncccc21,i
COC(=O)c1cc(OC)c(OC)cc1NC(=S)N1CCC(C(N)=O)(N2CCCCC2)CC1,i

Returning to the listing, starting four compounds before the break.
SMILES	NFkB binder
C[C@@H]1CN([C@@H](C)CO)C(=O)c2cc(NC(=O)NC3CCCCC3)ccc2O[C@H]1CN(C)C(=O)Nc1cccc2ccccc12	i
Cc1noc(C)c1NC(=O)Nc1cccc2c1O[C@@H](CN(C)Cc1ccc(Cl)c(Cl)c1)[C@H](C)CN([C@@H](C)CO)C2=O	i
Cc1noc(C)c1NC(=O)Nc1cccc2c1O[C@H](CN(C)Cc1ccncc1)[C@@H](C)CN([C@@H](C)CO)C2=O	i
Cc1noc(C)c1S(=O)(=O)N(C)C[C@@H]1Oc2ccc(NC(=O)Nc3ccc(F)cc3)cc2CC(=O)N([C@H](C)CO)C[C@@H]1C	i
C[C@@H]1CCCCO[C@@H](CN(C)S(=O)(=O)c2ccccc2)[C@H](C)CN([C@@H](C)CO)C(=O)c2cc(N(C)C)ccc2O1	i
COc1ccc(NC(=O)Nc2cccc3c2O[C@H](CN(C)Cc2ccccc2)[C@@H](C)CN([C@H](C)CO)C3=O)cc1	i
C[C@@H]1CN([C@H](C)CO)C(=O)c2cc(NC(=O)CCCN(C)C)ccc2O[C@@H]1CN(C)C	i
C[C@@H]1CN([C@@H](C)CO)C(=O)Cc2cc(NS(=O)(=O)c3cccs3)ccc2O[C@@H]1CN(C)C(=O)Nc1cccc2ccccc12	i
COC(=O)C(C)Sc1nc(N2CCOCC2)nc(N2CCOCC2)n1 (stereo not given)	i
C[C@@H]1CN([C@H](C)CO)C(=O)Cc2cc(NC(=O)CCCN(C)C)ccc2O[C@H]1CN(C)C	i
CCO[C@H]1OC(C(=O)N2CCCC2)=C[C@@H](c2ccc(Br)cc2)[C@@H]1CCCO	i
C[C@@H]1CN([C@@H](C)CO)C(=O)c2cccc(NS(=O)(=O)c3cccs3)c2O[C@H]1CN(C)Cc1ccc(Oc2ccccc2)cc1	i
C[C@@H]1CCCCO[C@@H](CN(C)Cc2ccncc2)[C@@H](C)CN([C@@H](C)CO)C(=O)c2cc(NC(=O)Cc3ccccc3)ccc2O1	i
COc1ccc(S(=O)(=O)Nc2cccc3c2O[C@@H](CN(C)C(=O)Nc2ccc(F)cc2)[C@@H](C)CN([C@@H](C)CO)C3=O)cc1	i
CCOC(=O)c1cnc(SCC(=O)Nc2ccccc2C)nc1N	i
Cc1cccc(OCCCC(=O)Nc2sc3c(c2C(N)=O)CCCC3)c1C	i
O=S(=O)(N[C@@H]1CCN(Cc2ccc(OCCO)cc2)C1)c1cc(C(F)(F)F)ccc1Cl	i
c1ccc(Oc2cccc(OCCCn3cncn3)c2)cc1	i
COc1ccc(NC(=O)Nc2ccc3c(c2)CC(=O)N([C@@H](C)CO)C[C@@H](C)[C@H](CN(C)Cc2ccc(-c4ccccc4)cc2)O3)cc1	i
COC(=O)c1c(NC(=S)NCc2cccnc2)sc(C)c1C	i
C[C@@H]1C(=O)O[C@H](C)[C@H]1C[C@@H](O)[C@](C)(O)[C@H]1CC[C@@]2(O)C3=CC(=O)[C@@H]4C[C@@H](O)[C@@H](O)C[C@]4(C)C3CC[C@]12C (stereo not given in full)	i
CCC(=O)Nc1nc2ccccc2n1CCCN(C)C	i
CC(C)NC(=O)N(C)C[C@H]1OCCCC[C@@H](C)Oc2ccc(NS(=O)(=O)c3ccccc3)cc2C(=O)N([C@H](C)CO)C[C@@H]1C	i
CNC[C@H]1Oc2ccc(N(C)C)cc2C(=O)N([C@H](C)CO)C[C@H]1C	i

Next part, overlapping the part above by 4 compounds.
SMILES	NFkB binder
C[C@@H]1C(=O)O[C@H](C)[C@H]1C[C@@H](O)[C@](C)(O)[C@H]1CC[C@@]2(O)C3=CC(=O)[C@@H]4C[C@@H](O)[C@@H](O)C[C@]4(C)C3CC[C@]12C (stereo not given in full)	i
CCC(=O)Nc1nc2ccccc2n1CCCN(C)C	i
CC(C)NC(=O)N(C)C[C@H]1OCCCC[C@@H](C)Oc2ccc(NS(=O)(=O)c3ccccc3)cc2C(=O)N([C@H](C)CO)C[C@@H]1C	i
CNC[C@H]1Oc2ccc(N(C)C)cc2C(=O)N([C@H](C)CO)C[C@H]1C	i
NC(=O)c1ccc(-n2nnnc2SCC(=O)Nc2ccccc2-c2ccccc2)cc1	i
CC1CCC2(C)C(C(=O)O)=CCCC2C1(C)CCC1=CC(=O)OC1O (stereo not given)	i
COc1ccc(C2C(C(=O)c3ccco3)C(=O)C(=O)N2CCN(C)C)cc1OC (stereo not given)	i
Cc1noc(C)c1NC(=O)N(C)C[C@H]1Oc2ccc(NC(=O)NC3CCCCC3)cc2C(=O)N([C@@H](C)CO)C[C@H]1C	i
CC(C)NC(=O)Nc1ccc2c(c1)C(=O)N([C@@H](C)CO)C[C@H](C)[C@@H](CN(C)C(=O)Nc1ccccc1)OCCCC[C@H](C)O2	i
C=C1C[C@@]23CC[C@@H]4[C@](C)(CO)CCC[C@@]4(C)[C@@H]2CC[C@@H]1C3	i
Cc1cccc(C)c1OCC(=O)Nc1ccccc1C#N	i
